Screens from PubChem.
FUS yeast rescue: FUS proteinopathy suppression in yeast; S. cerevisiae FUS-expressing, growth rescue, OD600, 24 h; 0.24% of 390,000 active; AID 1347120; Potency, µM (highest dose often 76.6 µM), without a hit: top-dose growth rescue (activation), hits mostly activators;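 also: potency is read from the fitted curve at half-maximal effect; plate controls were DMSO vehicle for no effect and reference control for full effect; nearly all actives have a fitted effect of over 55% in size; some results filed as inactive show a strong effect at the top dose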
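FUS-expressing yeast, raffinose-pregrown, induced in 2% galactose minimal medium at OD 0.005; compounds in a dilution series, 24hr at 30C. Growth restoration read as absorbance at 600 nm. CP55940 positive control, DMSO negative.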
PLK1 PBD block: blocks phosphopeptide binding to human PLK1 polo-box domain; Potency, µM, without a hit: max response, negative = inhibition, most hits filed as inhibitors; P53350; AID 720504; 2.8% of 360,000 active; Plk1 PBD binding of FITC phosphopeptide, fluorescence polarization; also: potency is read from the fitted curve at half-maximal effect; series mostly up to about 57 µM; % is scaled to controls: 0 for no effect and ±100 for the full control effect; nearly all actives have a fitted effect of over 65% in size
Target sequence (P53350 whole entry, looked up, the tested form may be a part): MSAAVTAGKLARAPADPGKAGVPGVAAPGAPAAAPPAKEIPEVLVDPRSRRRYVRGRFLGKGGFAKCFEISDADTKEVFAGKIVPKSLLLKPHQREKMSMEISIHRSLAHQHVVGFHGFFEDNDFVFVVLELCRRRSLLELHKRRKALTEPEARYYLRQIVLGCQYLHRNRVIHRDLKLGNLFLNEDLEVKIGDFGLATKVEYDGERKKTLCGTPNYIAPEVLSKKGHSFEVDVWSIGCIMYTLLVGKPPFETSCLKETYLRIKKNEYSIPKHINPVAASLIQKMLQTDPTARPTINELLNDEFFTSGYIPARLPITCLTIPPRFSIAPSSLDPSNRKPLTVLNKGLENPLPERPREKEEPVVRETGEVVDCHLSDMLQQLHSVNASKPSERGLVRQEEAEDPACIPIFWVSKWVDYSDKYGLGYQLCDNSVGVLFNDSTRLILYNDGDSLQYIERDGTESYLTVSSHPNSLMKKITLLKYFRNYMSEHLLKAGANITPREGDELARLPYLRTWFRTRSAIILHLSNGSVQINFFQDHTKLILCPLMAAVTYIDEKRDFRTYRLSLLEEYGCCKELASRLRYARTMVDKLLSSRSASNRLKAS
Abeta yeast res: compounds reversing amyloid beta toxicity in yeast | yeast expressing A-beta42, growth rescue, OD600, 48 h; response scale: 0% DMSO, 100% iron-clioquinol control | Potency, µM (doses to about 46.1 µM), for the others: at the top dose growth rescue, hits mostly activators | 0.063% of 410,000 active; also: potency is read from the fitted curve at half-maximal effect; nearly all actives have a fitted effect of over 55% in size
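Yeast growth medium received pinned compounds, then yeast cells expressing toxic A-beta were added; plates incubated at 30 C for 48 hr. Growth read as absorbance at 600 nm, normalized to DMSO and equimolar FeCl3 plus clioquinol controls.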
EPAC1 agonist: EPAC1 (human) agonism | O95398 | EPAC1 agonist qHTS, biochemical assay; response scale: 100% = response to 6.5 mM cAMP | Potency, µM (highest dose often 154 µM), inactives show at the top dose activation, most hits filed as activators | 0.073% of 360,000 active | AID 720707; also: potency is read from the fitted curve at half-maximal effect; nearly all actives have a fitted effect of over 60% in size
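EPAC1 100 nM, Rap1B–BODIPY-GDP 250 nM, unlabeled GDP 50 uM; compound titration; 5 min RT; kinetic read ex480/em540 at 5-min intervals ×30 min; data normalized to 6.5 mM cAMP agonist control.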
WRN helicase inh: blocks human WRN helicase; AID 651768; WRN helicase unwinding, fluorescent forked duplex, kinetic; Potency, µM (series often up to 114 µM), for the others: at the highest dose activity change, negative = inhibition, most hits filed as inhibitors; 0.46% of 360,000 active; also: potency is read from the fitted curve at half-maximal effect; % is scaled to controls: 0 for no effect and ±100 for the full control effect; nearly all actives have a fitted effect of over 55% in size
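Enzyme (20 nM final) and test compound sit together 15 min at room temperature before substrate addition. Substrate is a single-forked duplex oligonucleotide (100 nM) labelled with fluorophore and quencher, with 2 mM ATP; helicase unwinding raises red fluorescence, read kinetically.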
EPAC1 antag: EPAC1 (human) antagonism. O95398. AID 720709. 0.14% of 360,000 active. EPAC1 GEF assay, Rap1b-BODIPY-GDP exchange fluorescence. Potency, µM (series often up to 115 µM), without a hit: at the top dose activity change, negative = inhibition, most hits filed as inhibitors;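 also: potency is read from the fitted curve at half-maximal effect; plate controls were vehicle for no effect and positive control for full effect; nearly all actives have a fitted effect of over 50% in size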
PI5P4Ka inh: inhibitors of human PI5P4K alpha; P48426; PI5P4Kalpha enzyme, ADP-Glo luminescence, 60 min; hits give low values; max response, %; 1.2% of 330,000 active; AID 652105; active = max response of -50% or lower; inconclusive = between -30% and -50%; inactive = -30% or higher; also: value at the top dose of about 77 µM; % is scaled to controls: 0 for no effect and ±100 for the full control effect
Target sequence (P48426 whole entry, looked up): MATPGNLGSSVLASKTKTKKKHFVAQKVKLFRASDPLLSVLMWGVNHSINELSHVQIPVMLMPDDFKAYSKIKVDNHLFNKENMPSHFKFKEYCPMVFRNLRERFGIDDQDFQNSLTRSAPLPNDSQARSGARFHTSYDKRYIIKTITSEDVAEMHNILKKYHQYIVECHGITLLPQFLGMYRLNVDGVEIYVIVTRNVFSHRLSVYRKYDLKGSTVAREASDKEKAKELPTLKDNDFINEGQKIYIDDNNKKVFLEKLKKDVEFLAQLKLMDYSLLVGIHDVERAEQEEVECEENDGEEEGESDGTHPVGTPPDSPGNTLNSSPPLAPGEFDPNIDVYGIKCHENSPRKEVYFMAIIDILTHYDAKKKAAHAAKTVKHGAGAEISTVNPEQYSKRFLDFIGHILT
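Compounds were pin-transferred onto PI5P4Kalpha and substrate in HEPES pH 7.4 buffer with EGTA, CHAPS and 5% DMSO. ATP (5 microM final) started the reaction, which ran 60 minutes at room temperature before ADP-Glo detection.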
IL-2 act: activates IL-2 in a cell-based reporter assay. IL-2 activation reporter assay, cell-based qHTS; stimulated with anti-CD3/CD4/CD28 beads; in transgenic mouse T cells. activation, % (series mostly up to about 46 µM). 0.065% of 360,000 active. AID 652025; in the data active = activation above about 50%; inconclusive = mostly about 30% to 49%; also: 0% is about no effect
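Unstimulated transgenic mouse T cells preincubated 60 min with compound, then stimulated with anti-CD3/anti-CD4-coated beads plus anti-CD28 for 18 h at 37 degrees C. IL-2 response read as EGFP and DsRed fluorescence by plate cytometry.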
* hit, by the source's call; ? = inconclusive; · = not tested or not shown; [ ] = another dose, or the depositor's remark. Unless noted, calls follow the shape of the dose curve; as a rule, active = well fitted curve in the direction sought with a large enough effect; inconclusive = small, poorly fitted or top-dose-only effect, or another doubt; inactive = no such curve, though single readings can be large; an effect the other way counts as inactive or inconclusive.

SMILES | FUS yeast rescue | PLK1 PBD block | Abeta yeast res | EPAC1 agonist | WRN helicase inh | EPAC1 antag | PI5P4Ka inh | IL-2 act
N#CC1=C(SCC(=O)c2cc3ccccc3oc2=O)NC(=O)C(C#N)C12CCCC2 (stereo not given) | 30% | ? | 10% | -4% | -6% | -15% | -12 | 0.7
O=C(Nc1ccc(F)cc1)C1CCCN(S(=O)(=O)c2cccc3nonc23)C1 (stereo not given) | 7% | -1% | -14% | -3% | -8% | 6% | -5 | 1.1
O=C(NCc1ccccn1)c1ccc(CS(=O)(=O)Cc2ccc(Cl)cc2)o1 | 9% | -5% | 0% | 1% | 1% | 12% | 2 | -0.3
Cc1nc2c(-c3ccccc3)c(C)[nH]n2c(=O)c1Cc1ccccc1 | -17% | -6% | -9% | -1% | -10%[57.1 µM] | -9% | 6 | 1.1
Nc1nnc(SCC(=O)NNC(=O)c2ccc([N+](=O)[O-])cc2)s1 | -23% | -19% | -41%[inhibitor] | 2% | -6% | 1% | -3 | -0.9
Cc1cc(NC(=O)OC(C)C)ccc1-c1ccc(NC(=O)OC(C)C)cc1C | -13% | 5% | 7% | 5% | 7% | -15% | -4 | 2.0
CC(C)(C)NC(=O)NC(=O)CSc1cccc(C(F)(F)F)c1 | 11% | 0% | ? | -10% | -1% | -8% | 2 | 2.7
CCCCNC(=O)c1ccc(NS(=O)(=O)c2ccc3[nH]c(=O)[nH]c3c2)cc1 | · | 8% | -2% | -14% | -9% | -2% | -6 | -0.6
CCOC(=O)N1CCN(CCC(=O)Nc2cccc(Cl)c2C)CC1 | -7% | -5% | 2% | 3% | -1% | -2% | 3 | 0.3
NC(c1csc(Nc2nccc(C(F)(F)F)n2)n1)C1CCCCC1 (stereo not given) | 5% | -5% | 6% | -16% | 0%[57.1 µM] | -5% | -4 | 0.1
O=C(CCCN1C(=O)c2ccccc2C1=O)Nc1c2c(nc3c1CCC3)CCC2 | 2% | 0% | 5% | -2% | -4% | -26% | 6 | -0.3
Cc1cccc(C(=O)N/N=C/c2ccc(OC3CSC3)cc2)c1 | -5% | -2% | 9% | -8% | -3% | 4% | · | -0.3
O=C(Cn1nc([N+](=O)[O-])nc1Br)NC(c1ccccc1)c1ccccc1 | · | -9% | 13% | 2% | -7% | -1% | -3 | -3.3
COc1ccc(CC(=O)Nc2cc(S(=O)(=O)N3CCOCC3)ccc2N2CCCC2)c(OC)c1 | 8% | -14% | 10% | 5% | -3% | -20% | 9 | 0.3
CCCCn1c(CCC(=O)O)nc2cc(S(=O)(=O)N(C)C)ccc21 | -2% | 6% | 14% | 6% | -6% | 12% | 7 | -0.6
Cc1cc(C)nc(SC(C)C(=O)O)n1 (stereo not given) | 23% | 0% | 21% | -7% | -12% | 8% | · | 0.8
Cc1cc(C(=O)NNC(=S)NCc2ccccc2)cs1 | ? | -10% | 13% | -5% | -22%[57.1 µM] | 3% | 2 | -3.3
CC(=O)c1cccc(NC(=O)Nc2cnn(Cc3ccc(Cl)cc3Cl)c2)c1 | 35% | -4% | -2% | 14% | -5% | 11% | · | -2.3
Cc1cccc2[nH]c(CN(C)C(=O)CC3C(=O)NCCN3CC(C)(C)C)nc12 (stereo not given) | 12% | -1% | -7% | -2% | 1% | 23% | 3 | 0.0
CC1(C)Oc2ccc3ccc(=O)oc3c2C(N2CCCCC2)C1O (stereo not given) | 34% | -2% | -6% | 0% | -6% | 2% | 6 | -4.1
COc1cc(OC)nc(NC(=O)CSc2nnc(-c3ccccc3)n2C2CCCCC2)n1 | 41% | 0% | -8% | 2% | -7% | -15% | -4 | -0.7
O=C(c1ccco1)N1CCN(c2ccc([N+](=O)[O-])cc2F)CC1 | 12% | -19% | -9% | -6% | -3% | 5% | 0 | -4.0
CCC(=O)N1CCn2c1nc1ccccc12 | 7% | -7% | 4% | 11% | 4% | 0% | · | -1.1
CCc1cccc(C)c1NC(=O)CN1C(=O)c2ccccc2S1(=O)=O | -22% | 0% | 0% | -16% | -1% | -10% | -2 | -1.8
CCCN(CCC)c1nc(NC2CCN(C(=O)OCC)CC2)nc(OC)n1 | 35% | -11% | -16% | -16% | -35%[57.1 µM] | -18% | 12 | -1.2
Cc1ccc(/C=N\NC(=O)c2cc(OCC(F)(F)F)ccc2OCC(F)(F)F)cc1 | -19% | -9% | -11% | 3% | 7% | -8% | -1 | -0.4
COc1ccc(CCNC(=O)C2CC3Cn4c(nc5cc(Cl)c(Cl)cc54)C3N2C)cc1 (stereo not given) | -20% | -1% | 8% | -16% | -3% | -15% | -3 | -0.2
CCn1c(SCC(=O)Nc2ccc3c(c2)n(C)c(=O)n3C)nnc1-c1ccncc1 | 9% | -12% | 6% | -18% | -14% | 5% | -2 | 0.6
CCOC(=O)c1[nH]c(C)c(/C(O)=C2\C(=O)C(=O)N(CCCN(CC)CC)C2c2cccnc2)c1C (stereo not given) | 2% | -8% | 4% | -4% | 6% | 8% | 2 | -3.0
CCCC(=O)Nc1ccc2c(c1)c1ccccc1n2CC | · | -14% | 17% | -1% | 2% | -22% | -6 | -0.7
CCC1(C)Cc2c(C#N)c(N)sc(=S)c2CO1 (stereo not given) | 16% | -20% | 4% | -4% | -15% | -6% | -5 | 0.3
CN(C(=O)c1ccc(NC(=O)Cc2ccc(NC(=O)C3CCCN(C(=O)C4CCCC4)C3)cc2)cc1)C1CC1 (stereo not given) | 22% | 7% | 1% | -9% | -7% | -9% | -7 | 1.5
O=C(OCCN1CCCCC1)c1cc2ccccc2o1 | 3% | ? | -7% | 9% | -17% | -15% | 1 | 2.6
Cc1cc(C)n(CC(=O)NNC(=O)COc2ccc(Br)cc2F)n1 | · | 8% | 9% | -9% | 1% | 0% | -3 | 0.8
O=C1NC[C@H](Cc2ccc(O)cc2)N(C[C@@H]2CCCN2C[C@H](Cc2ccccc2)N2C[C@H](Cc3ccccc3)N(CCc3ccccc3)C(=O)C2=O)C1=O | 10% | -5% | -12% | -1% | -9% | -7% | -1 | -0.1
N#CCCn1cc(C=O)c(-c2cccs2)n1 | 13% | 27µM* | 6% | 7% | 4% | -10% | ? | -0.7
COCCNC(=O)c1c(CSc2ccc(F)cc2)noc1C(=O)NCc1ccccc1 | -6% | 1% | 7% | 1% | -7% | -15% | 1 | -0.3
N#Cc1ccc2[nH]cc(CCO)c2c1 | -13% | 4% | -1% | 14% | -7% | -4% | -1 | -0.3
COC(=O)c1c(NC(=O)CN2C(=O)C(=O)N(C(C)C)C2=O)sc(C)c1C | 38% | -13% | 13% | 5% | 0% | -5% | -2 | -0.4
Cn1c2ccccc2c2ncn(CCCN3CCOCC3)c(=O)c21 | 9% | -2% | 8% | -2% | 3% | 15% | 5 | -2.7
O=C(Cc1c[nH]c2ccccc12)N1CCN(S(=O)(=O)c2ccc(Cl)cc2)CC1 | 28% | -3% | 2% | 10% | -3% | 6% | 8 | 3.0
Fc1ccc(C2Nc3cccc4cccc(c34)N2)cc1 | 7% | ? | -6% | 5% | -25% | 10% | -20 | -0.7
CCOc1ccccc1C1C(C(=O)OC)=C(N)OC2=C1C(=O)CCC2 (stereo not given) | -15% | -20% | 6% | 2% | -3% | 1% | · | -1.0
COc1cccc(C2=CC(c3cccs3)n3nnnc3N2)c1 (stereo not given) | 24% | -5% | 21% | 3% | -1% | -15% | · | 8.0
CC(C)CNC(=O)c1cccc(NC(=O)c2ccccc2-c2ccccc2C(=O)O)c1 | -3% | 6% | 6% | 8% | 12% | -14% | -5 | 0.7
CC(/C=N/NC(=O)NC1CCCCC1)=C\c1ccccc1 | 21% | -8% | -8% | 6% | -5% | 17% | 11 | -0.7
COc1ccccc1CN1CCNC(=O)C1CC(=O)NCCOc1cccnc1 (stereo not given) | 3% | -1% | -8% | -3% | 8% | 13% | 2 | 0.5
Cc1ccc(NC(=O)CN(C)C(=O)CSc2nc(C)cs2)cc1 | -4% | -10% | -7% | 4% | 0% | 6% | -12 | -0.7
S=C(c1ccccc1)N(c1ccccc1)c1ccccc1 | 23% | -9% | -11% | 13% | 1% | 3% | 13 | -3.2
CCOC(=O)N1CCN(c2ccccc2O)CC1 | -7% | 2% | 28% | 2% | 0% | 6% | 8 | 1.9

The listing continues.
SMILES | FUS yeast rescue | PLK1 PBD block | Abeta yeast res | EPAC1 agonist | WRN helicase inh | EPAC1 antag | PI5P4Ka inh | IL-2 act
O=S1(=O)N[C@@H](Cc2ccccc2)COc2cccc(N3CCC[C@@H]3CO)c21 | 16% | -13% | -8% | 7% | -4% | -22% | 0 | -1.0
COc1cc(C(=O)OCC(=O)Nc2ccc(OC(F)F)cc2)cc(OC)c1OC | 5% | 2% | 8% | -6% | -6% | -3% | -2 | -1.3
O=C(CCc1ccccc1)Nc1ccc(NC(=O)C2CCCCC2)nc1 | 9% | -14% | -14% | -15% | 5% | -29% | -2 | -2.0
CN1CCN(/N=C/c2nc(-c3ccc(Cl)cc3)n3ccccc23)CC1 | -3% | -22% | 1% | 10% | -1% | 2% | -2 | -1.4
CCSc1cc(N2CCCC2)nc(-c2ccccc2)n1 | 7% | -3% | -11% | 1% | -10% | 28% | 15 | 0.7
Cc1nc(SCC(=O)NCC2CCCO2)nc(C)c1C (stereo not given) | 6% | -3% | 18% | -6% | -3% | 4% | -3 | -0.1
CC(C)N1CCC1(C)C(=O)Nc1ccc2cn[nH]c2c1 (stereo not given) | -17% | -6% | -17% | -1% | -2% | 15% | 3 | -0.2
CCn1c(SCc2ccc(C(=O)Nc3cc(C)cc(C)c3)cc2)nnc1-c1ccncc1 | 39% | -4% | -7% | 0% | -4% | -7% | 4 | 0.4
CCCCCCNS(=O)(=O)c1ccc(Cl)s1 | 24% | -1% | -5% | 3% | -6% | -8% | -1 | -1.7
Cc1ccc2nc(SCC(=O)Nc3ccc4c(c3)OCCO4)[nH]c2c1 | 17% | -5% | 8% | 6% | -14% | 0% | 0 | -1.7
